# From PubChem
# Abs 340nm: compound light absorbance at 340 nm, profiling panel, artefact control, biochemical, MLSMR library, data from PS, PMK, MK assays; compound absorbance at 340 nm, fold over control; AID 708, 2007; 65,000 tested, under 10 active; fold change at 10 µM;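 active = at 10 µM dose, initial 340 nm absorbance at least 2 fold that of control wells; inactive = change under 2 fold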;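 note: initial absorbance extrapolated from kinetic A340 decline of NADH oxidation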
# Her2 expr inh: inhibitors of Her2 protein expression, primary screen, SKBR-3 cells, AlphaScreen, 66K library | Receptor tyrosine-protein kinase erbB-2 (Homo sapiens), P04626 | SKBR-3 HER2 protein level, 18-24 h; active compounds read low | HER2 level % of control, % at 10 µM | hit rate 0.69% among 65,000;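 active = HER2 level under 5% of the carrier-only control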;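 note: 100% = DMSO carrier and 0% = 500 nM PU-H71 HSP90 inhibitor; lower value means stronger loss of Her2 protein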
# HTR1E agonist: 5-HT1E receptor agonists, primary screen, cell-based, HTS; 5-hydroxytryptamine receptor 1E (Homo sapiens), P28566; CHO 5-HT1E Ga15 NFAT-bla reporter, FRET; 0% DMSO wells, 100% control agonist wells; activation, % at 6 µM; hit rate 0.69% among 65,000; AID 574, 2007;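 active = activation above a set limit, the screen-wide mean activation plus 3 SD, cut at about 8.5% in these data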;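 note: 100% = positive control agonist at 1 µM giving full maximal response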
# Target sequence (P28566 whole entry, looked up): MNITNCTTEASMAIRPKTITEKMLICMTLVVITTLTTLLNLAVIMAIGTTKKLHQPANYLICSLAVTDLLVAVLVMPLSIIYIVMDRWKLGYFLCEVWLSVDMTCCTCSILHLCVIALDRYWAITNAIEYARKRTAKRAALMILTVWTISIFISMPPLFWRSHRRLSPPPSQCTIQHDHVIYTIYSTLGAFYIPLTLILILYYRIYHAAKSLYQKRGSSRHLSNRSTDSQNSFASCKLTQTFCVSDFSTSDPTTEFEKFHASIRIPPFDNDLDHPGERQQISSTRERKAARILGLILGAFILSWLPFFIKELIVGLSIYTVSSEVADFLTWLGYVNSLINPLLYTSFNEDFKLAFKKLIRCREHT
# Autofluor 339: intrinsic fluorescence of library compounds, ex339/em460 – biochemical, MLSMR library, data from DPM-DC assay, artefact control, profiling panel; compound autofluorescence, ex339/em460 nm, NADH buffer; active compounds read high; 1 = no-compound wells, NADH background; fluorescence fold increase at 10 µM; hit rate 5.5% among 65,000;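 active = at 10 µM, mean starting fluorescence two-fold or more over control wells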;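 note: signal is the first read of a kinetic run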
# MMP-13 inhibitor: human MMP13 inhibitors, primary screen, biochemical, FRET peptide cleavage; MMP-13 fTHP FRET cleavage, Mca fluorescence; inhibition, % at 4 µM; hit rate 0.07% among 65,000;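 active = inhibition above the mean of compound-free control plate wells plus 3 SD, cut at about 14% in these data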;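 note: 0% = DMSO wells and 100% = wells with reference MMP-13 inhibitor after basal subtraction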
# S1P1 ag-PAM: S1P1 agonists and agonism potentiators, primary screen, cell-based, primary and confirmation screens, CRE-bla reporter | S1P1 CRE-bla cells, forskolin, beta-lactamase FRET, potentiator mode; S1P1 agonist co-added at EC20, 2 nM; 100% = saturating reference agonist, 0% = basal | activation, % at 9.5 µM | hit rate 0.57% among 56,000 | Sphingosine 1-phosphate receptor 1 (Homo sapiens), P21453;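 active = activation above a cutoff set at the mean activation of all tested compounds plus 3 SD, cut at about 54% in these data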;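 note: forskolin at 4 µM as EC80 and the EC20 agonist is SEW2871; 100% = SEW2871 at its EC100 plus forskolin at EC80; some compounds past the cut are filed as inactive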
# 5-HT1A blocker: human 5-HT1a receptor antagonists, primary screen, cell-based, CHO, Ga15 NFAT-bla reporter; hit rate 0.68% among 62,000; inhibition, % at 10 µM; AID 612, 2007; CHO 5-HT1a Ga15 NFAT-bla reporter, antagonist mode;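 active = inhibition above the mean of all tested compounds plus 3 SD, cut at about 43% in these data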;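 note: receptor stimulated by 5-CT agonist at 100 nM near EC80; beta-lactamase reporter measured by ratiometric fluorescence of a cleavable substrate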
# 5HT1E antag: 5-HT1E receptor antagonists, primary screen, cell-based, HTS; 5-hydroxytryptamine receptor 1E (Homo sapiens), P28566; CHO 5-HT1E Ga15 NFAT-bla reporter, FRET, antagonist; inhibition, % at 6 µM; hit rate 0.99% among 65,000; AID 571, 2007;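 active = inhibition above a set limit, the mean inhibition across every tested compound plus 3 SD, cut at about 29% in these data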;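 note: signal is the 460 over 535 nm emission ratio of beta-lactamase substrate; 0% = agonist plus DMSO wells and 100% = wells without agonist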
# S1P3 ag: human S1P3 receptor agonists, primary screen, cell-based, primary and confirmation, NFAT-BLA reporter. S1P3 NFAT-BLA reporter cells, agonism, FRET ratio; relative to 1 µM S1P, basal subtracted. activation, % at 4.5 µM. hit rate 0.1% among 60,000. AID 373, 2006;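 active = activation above the screen-wide mean plus 3 SD, cut at about 4.5% in these data, passing the limit was not always enough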; note: some compounds called inactive have numbers as strong as hits
# Target sequence (Q99500 whole entry, looked up): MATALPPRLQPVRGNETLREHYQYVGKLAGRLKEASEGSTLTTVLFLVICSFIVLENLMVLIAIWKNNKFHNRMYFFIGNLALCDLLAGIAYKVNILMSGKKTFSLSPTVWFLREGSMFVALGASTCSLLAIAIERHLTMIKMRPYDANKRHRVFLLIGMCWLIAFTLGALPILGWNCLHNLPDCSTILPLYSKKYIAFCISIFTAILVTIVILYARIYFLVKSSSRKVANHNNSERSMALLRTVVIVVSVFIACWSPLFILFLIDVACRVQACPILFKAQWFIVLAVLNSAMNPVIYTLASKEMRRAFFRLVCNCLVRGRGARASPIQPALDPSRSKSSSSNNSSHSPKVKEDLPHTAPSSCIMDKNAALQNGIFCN
#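 material = human S1P3 NFAT-BLA reporter CHO cells | schedule = 4 h compound at 37 °C, 2 h substrate at RT | measured by = fluorescent BLA substrate, ex 405 nm, em 460/535 nm ratio | controls = 1 µM S1P reference | replication = primary once, confirmation triplicate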
# The depositor's hits bear a star; . = no result given; [ ] = remark or other dose. No enrichment for hits, and some 8.5% of all compounds hit somewhere here.
cpd	SMILES	Abs 340nm	Her2 expr inh	HTR1E agonist	Autofluor 339	MMP-13 inhibitor	S1P1 ag-PAM	5-HT1A blocker	5HT1E antag	S1P3 ag
1	Cc1ccccc1N1C(=O)CC(N2CCC(C(N)=O)CC2)C1=O (configuration not stated)	1.1	87	0.8	1.1	-2	-23	-9	1	-0.5
2	Cc1cc(=O)oc2cc(NC(=O)CCCC(=O)O)ccc12	1	87	-0.5	5*	-226[fluorescence artefact?]	0	14	2	-1.4
3	COc1ccc(-c2nnnn2CCc2ccccc2)cc1	1	74	0.1	1.1	1	.	7	1	-0.8
4	O=c1[nH]c2ccc(S(=O)(=O)N3CCCCC3)cc2[nH]1	1	135	0.9	1.1	1	-2	0	3	0.9
5	CC(=O)Nc1ccc(S(=O)(=O)/N=C2\SCCN2S(=O)(=O)c2ccc(NC(C)=O)cc2)cc1	0.94	112	0.4	1.1	4	-1	-7	-3	0.4
6	CC1Cc2nc(SCC(=O)NCc3ccco3)n(-c3ccccc3)c(=O)c2S1 (configuration not stated)	1.1	104	-0.2	1.1	3	-4	-3	-12	0.5
7	Cn1c(CCN2CCN(c3ccc(F)cc3)CC2)nc2cc(NC(=O)c3ccco3)ccc21	1	101	-0.1	1.1	2	22	31	17	-0.7
8	CCC1(CC)C(=O)N(C)C(=O)NC1=Nc1ccccc1	1	109	1.0	1.1	1	-23	-6	-10	0.5
9	O=C(NCc1cccnc1)c1cccc2c1C(=O)N(C1CCCCC1)C2	0.98	91	0.5	1	3	-8	5	12	0.1
10	O=C(NCCc1ccccc1)C1CCN(S(=O)(=O)N2CCCC2)CC1	1	53	-0.1	1.1	0	7	12	1	-0.7
11	Cc1ccc(NC(=O)CSc2nnc(-c3ccncc3)n2N)cc1C	1.1	90	0.5	1.1	-1	.	-22	8	.
12	COC(=O)CS(=O)(=O)c1ccc2c(c1)CC(=O)N2	0.99	111	-0.9	1.1	-1	-2	2	-2	0.1
13	CN1CCN(CCCNC(=O)c2cn(C3CCCCC3)c(=O)c3c2c2ccccc2n3C)CC1	1.1	98	-2.0	2.1*	-69[fluorescence artefact?]	.	38	0	.
14	N#Cc1cnc(SCC(=O)Nc2ccccc2C(F)(F)F)nc1N	0.98	102	1.0	1.2	3	.	-3	-1	.
15	COc1ccccc1OCCOc1ccccc1/C=N/n1cnnc1	1.1	78	-0.2	1.1	-3	-15	-5	-9	-0.9
16	Brc1ccc(CSc2ncnc3nc[nH]c23)cc1	1.1	103	0.5	1.1	0	20	-2	2	-0.6
17	COc1cccc(C2N(c3cccc(Cl)c3)C(=O)C3CCCN32)c1 (configuration not stated)	1	70	0.7	1.1	3	-17	-6	1	-0.1
18	Cc1cc(NC(=O)CSc2nc3ccccc3n2CC(=O)N2CC(C)CC(C)C2)no1 (configuration not stated)	0.99	94	-0.7	1.1	0	2	-9	-4	-0.2
19	CC(=O)c1cccc(NC(=O)CCNS(=O)(=O)c2cccc3nsnc23)c1	1	116	-0.1	1	5	.	8	2	.
20	CCn1c(N2CCN(CC(=O)c3c[nH]c4ccccc34)CC2)nc2c1c(=O)[nH]c(=O)n2C	1.1	57	-0.2	1.1	0	6	13	3	-0.3
21	O=C(O)c1ccccc1S	0.97	102	-0.8	1	7	-7	.	0	-0.2
22	COc1ccc(CNC(=O)c2ccc(N3CCCC3=O)cc2)cc1	0.99	122	-0.1	1	1	.	3	-4	.
23	Cc1ccc(S(=O)(=O)NCCCNS(C)(=O)=O)cc1	1	118	0.3	1.1	2	.	-10	7	-0.8
24	CC(=O)Nc1ccc(S(=O)(=O)N2CCSC2c2ccc(Cl)cc2)cc1 (configuration not stated)	0.97	81	-0.6	1	0	38	6	11	-0.4
25	Cc1cc(C)nc(NC2=NCC(=O)N2c2ccc(Cl)cc2)n1	1	90	0.1	1	5	7	.	26	-2.6
26	COc1ccc(CCNc2oc(COc3ccccc3F)nc2C#N)cc1	1	-30*	-0.6	1.2	-3	6	13	-3	0.2
27	CCOc1ccccc1C(=O)Nc1nncs1	1	97	0.1	0.99	3	-7	0	11	-0.8
28	Cc1cccc(Nc2ncc3c(n2)CC(C)CC3=O)c1 (configuration not stated)	1.1	83	-0.2	1.2	-1	-29	-4	-1	0.6
29	Cc1nc(NCCN2CCOCC2)c2nnn(Cc3c(F)cccc3Cl)c2n1	0.99	89	0.7	1	0	8	-8	-5	0.0
30	Cc1nc(NC(=O)CSc2nnc(C)n2CC2CCCO2)sc1C (configuration not stated)	1	94	-0.6	1.1	7	-5	2	-4	-0.1
31	COc1ccc(-c2nnc(SCc3nnc(-c4ccccc4)o3)n2-c2ccccc2)cc1	1	10	0.9	1.1	0	-10	-7	-3	-1.9
32	O=C(C1CCCN(S(=O)(=O)c2ccccc2)C1)N1CCN(c2ncccn2)CC1 (configuration not stated)	1	107	0.1	1.2	-3	.	0	4	.
33	O=C(CC1N=C2c3ccccc3N=C(SCc3ccc(Cl)cc3)N2C1=O)NCc1ccco1 (configuration not stated)	1	97	0.2	1.9	-8	11	-5	-5	-0.8
34	CC(C)(C)c1ccc(-c2nnc(SCCC#N)n2C2CCCC2)cc1	0.99	85	1.7	1.3	2	-3	-5	2	-0.9
35	COc1ccc(N/C(C)=C2/C(=O)C(=O)N(CCO)C2c2ccc(Br)cc2)cc1 (configuration not stated)	1	98	-0.1	1	4	-23	-7	-8	-0.1
36	CCN(Cc1ccccc1)Cc1cc(OC)cc(OC)c1	1	60	-0.1	1.1	0	5	9	-6	-0.9
37	O=C(COC(=O)C1CC1)Nc1ccc(Oc2ccccc2)cc1	1	94	2.1	1.1	0	11	-12	-6	0.1
38	O=S(=O)(c1cccc2cccnc12)N1CCOCC1	1	95	-1.5	1.1	5	.	4	17	-0.1
39	CCOC(=O)c1cc2sccc2n1CC(=O)Nc1ccc2c(c1)OCCO2	0.99	83	-0.2	1	-6	18	13	-2	-0.4
40	CCOC(=O)C(NC(=O)c1ccccc1)(Nc1cc(C)on1)C(F)(F)F (configuration not stated)	0.96	101	-0.8	1	3	-20	-7	-7	-0.7
41	CC(Sc1nnc(-c2cc3ccccc3o2)n1-c1ccccc1)C(=O)O (configuration not stated)	1	99	0.3	1.1	-2	-12	-2	-6	0.1
42	CCOc1cc(OCC)cc(C(=O)Nc2cccnc2)c1	1.1	95	-0.5	1.1	7	.	5	4	.
43	Cc1cc(C)nc(N2CCCC(C(=O)NCc3cccc(C(F)(F)F)c3)C2)n1 (configuration not stated)	1	101	-0.5	1.3	-8	2	-3	2	-0.7
44	CCn1c(C(=O)N2CCC(C(=O)N3CCN(c4ccccn4)CC3)CC2)cc2sccc21	0.99	77	1.0	1.1	-12	18	0	7	-1.2
45	CCOC(=O)n1ccc(C(=O)Nc2ccccc2F)n1	1	140	-0.6	1.1	3	5	5	-7	-0.9
46	Cc1nc2ccccc2n1S(=O)(=O)N(C)C	0.95	113	-0.1	1.1	-1	-4	-3	-14	0.2
47	c1ccc(CCNc2ncnc3c2nnn3Cc2ccccc2)cc1	0.99	88	0.6	1.1	2	.	-1	-4	.
48	O=C1OCCC1Sc1nnc(-c2ccc3c(c2)OCO3)n1-c1ccccc1 (configuration not stated)	1	97	-0.1	1.1	2	21	10	11	0.6
49	Cc1ccccc1N1CCN(Cc2c(C#N)c3ccccc3n2C)CC1	1.1	68	0.3	1.1	1	-11	14	24	-2.5
50	Cc1ccc(N=Cc2ccc[nH]2)c(O)c1	1.1	74	-0.6	1.1	4	.	10	0	-1.2

# Other results.
cpd	SMILES	Abs 340nm	Her2 expr inh	HTR1E agonist	Autofluor 339	MMP-13 inhibitor	S1P1 ag-PAM	5-HT1A blocker	5HT1E antag	S1P3 ag
51	CCOC(=O)CCN(Cc1cccs1)S(=O)(=O)c1ccc(F)cc1	0.99	92	-0.6	1.1	1	.	13	0	.
52	CC(c1ccco1)N(C(=O)c1cccs1)c1ccccn1 (configuration not stated)	1	113	0.0	1.1	-2	5	-3	0	-1.0
53	O=C(NC1CCCCC1)NC1CCN(S(=O)(=O)c2ccc3c(c2)OCCO3)CC1	1	102	-0.9	1	1	3	-2	-1	-0.3
54	c1ccc(CSc2nnnn2-c2ccc3c(c2)OCCO3)nc1	1	93	0.1	1.1	8	-7	15	-1	-1.1
55	CC(C)(C)n1nnnc1C(c1cccnc1)N1CCN(C(=O)c2ccco2)CC1 (configuration not stated)	0.96	97	0.0	1.1	3	-4	7	2	-0.7
56	Cn1c(NCc2ccco2)nc2c1c(=O)n(Cc1ccc(Br)cc1)c(=O)n2C	1.1	74	-0.1	1.1	5	.	8	12	-1.3
57	COc1ccc(S(=O)(=O)N2CCC(C(=O)NCCc3ccc4c(c3)OCO4)CC2)cc1	0.98	97	0.5	1.1	5	-10	11	3	-1.2
58	O=C(NCCCN1CCOCC1)c1cc(-c2ccc(F)cc2)on1	1	65	0.1	0.97	-1	-58	-1	2	-0.9
59	O=C(COc1ccccc1)N(Cc1ccco1)c1ccc(O)cc1	1	96	0.3	1.1	2	18	20	12	-0.4
60	CCC1CCCCN1C(=O)CSc1nnc(-c2cccc(Cl)c2)o1 (configuration not stated)	1	94	0.9	1.1	2	21	-11	-11	-0.5
61	CCCN(CCC)S(=O)(=O)c1ccc(C(=O)N2CCC(=O)c3ccccc32)cc1	1.1	113	-0.8	1	0	.	8	15	-0.5
62	COc1ccc(C2/C(=C(/O)c3cnn(-c4ccccc4)c3C)C(=O)C(=O)N2CCN(C)C)cc1OC (configuration not stated)	1	110	-0.2	1	-4	8	.	-2	-1.0
63	O=C(Nc1nnc(C2CCCC2)s1)C1CCC1	0.99	104	1.0	1.1	6	-20	3	8	-0.3
64	CC(C)N(CCO)C(=O)C(c1ccccc1)c1ccccc1	1	122	0.0	1.1	6	-10	5	6	0.4
65	COc1cccc(C2C(C(=O)c3cccs3)=C(O)C(=O)N2CCN(C)C)c1OC (configuration not stated)	1.1	89	0.1	1.1	-4	-10	-6	1	0.1
66	c1coc(CNc2nc3ccccc3n2CCN2CCOCC2)c1	1	147	-1.1	1	4	-6	10	1	-1.4
67	CCOc1ccc(C2Oc3nc(SC)nnc3-c3ccccc3N2C(C)=O)cc1OC (configuration not stated)	1.1	88	2.2	1.1	5	-28	0	-3	-0.4
68	O=C(N1CCC(O)(c2cccnc2)CC1)C12CC3CC(CC(C3)C1)C2	1	93	-0.7	1.2	6	17	-10	-7	-0.7
